DAT uptake mod = human DAT dopamine uptake with cocaine, either direction. LLC-PK1 hDAT cells, [14C]-dopamine uptake with cocaine IC80; actives deviate in either direction. B-score at 10 µM. Q01959. actives 1.3% (n = 110,000). AID 449768;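 active means Z score or B-score, a plate-position-corrected score, falls beyond the plate's 99.7% confidence bounds, in either direction; inactive means both scores lie inside the 99.7% bounds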;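 further: scored against the spread of the other compound wells on the same plate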
S1P2 blocker = S1P2 (human) receptor antagonism; cell-based S1P2 antagonist assay, inhibition at 5 uM; O95136; actives 0.21% (n = 97,000); inhibition, % at 5 µM; in the data active means inhibition above about 45%;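 further: CRE beta-lactamase reporter cells expressing human S1P2 stimulated with S1P; 0% = agonist at EC80 alone and 100% = agonist plus reference antagonist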
S1P2 ag = S1P2 (human) receptor agonism. actives 0.46% (n = 97,000). activation, % at 4.5 µM. O95136. S1P2-expressing cell line, agonist reporter read-out; in the data active means activation above about 16%;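 further: 0% = vehicle low control and 100% = maximal reference agonist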
sEH inh = soluble epoxide hydrolase (human) inhibition. P34913. recombinant human sEH enzymatic activity assay. inhibition, % at 2 µM. actives 0.34% (n = 91,000). AID 707; in the data active means inhibition above about 80%; further: values of inactives mirror those of a sister screen read the other way; many of its hits are not listed in these tables
Target sequence (P34913 whole entry, looked up): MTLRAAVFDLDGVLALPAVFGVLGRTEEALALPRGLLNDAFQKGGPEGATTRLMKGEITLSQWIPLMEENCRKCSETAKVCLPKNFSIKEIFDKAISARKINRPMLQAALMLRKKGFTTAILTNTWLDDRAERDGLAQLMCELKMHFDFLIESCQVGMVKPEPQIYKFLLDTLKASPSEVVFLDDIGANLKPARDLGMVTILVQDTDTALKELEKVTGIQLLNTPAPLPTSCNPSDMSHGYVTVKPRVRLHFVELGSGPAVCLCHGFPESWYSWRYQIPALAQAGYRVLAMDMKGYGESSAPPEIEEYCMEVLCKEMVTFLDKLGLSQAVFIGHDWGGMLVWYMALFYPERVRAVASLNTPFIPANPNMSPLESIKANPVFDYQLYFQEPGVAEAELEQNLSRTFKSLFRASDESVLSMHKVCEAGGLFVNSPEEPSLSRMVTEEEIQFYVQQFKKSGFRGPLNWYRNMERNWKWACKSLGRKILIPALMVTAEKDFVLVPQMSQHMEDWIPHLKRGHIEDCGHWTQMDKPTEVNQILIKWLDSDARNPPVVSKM
PostGolgi yeast = growth inhibition of a yeast mutant, post-Golgi transport screen; post-Golgi transport phenotypic cell assay; inhibition, % at 10 µM; actives 0.9% (n = 98,000);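 further: yeast cells grown in 1536-well plates; yeast grown about 18 h at 30C before absorbance read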
sEH act = activators of human soluble epoxide hydrolase. P34913. actives 0.04% (n = 91,000). purified human sEH enzymatic activity, activator screen. AID 717. activation, % at 2 µM; in the data active means activation above about 37%; further: values of inactives mirror those of a sister screen read the other way
CYP2C19 act = activators of human cytochrome P450 2C19. activation factor at 5 µM. P33261. recombinant CYP2C19, luciferin-H EGE luminescence; stronger effect = higher value; 0 = fully inhibited enzyme, 1 = untreated enzyme. 96,000 tested, under 10 active;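 active means activation factor of at least 2 at 5 µM in the primary screen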;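 further: 0 = wells with 2.5 mM tranylcypromine and 1 = vehicle-only wells; values of inactives mirror those of a sister screen read the other way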
Target sequence (P33261 whole entry, looked up): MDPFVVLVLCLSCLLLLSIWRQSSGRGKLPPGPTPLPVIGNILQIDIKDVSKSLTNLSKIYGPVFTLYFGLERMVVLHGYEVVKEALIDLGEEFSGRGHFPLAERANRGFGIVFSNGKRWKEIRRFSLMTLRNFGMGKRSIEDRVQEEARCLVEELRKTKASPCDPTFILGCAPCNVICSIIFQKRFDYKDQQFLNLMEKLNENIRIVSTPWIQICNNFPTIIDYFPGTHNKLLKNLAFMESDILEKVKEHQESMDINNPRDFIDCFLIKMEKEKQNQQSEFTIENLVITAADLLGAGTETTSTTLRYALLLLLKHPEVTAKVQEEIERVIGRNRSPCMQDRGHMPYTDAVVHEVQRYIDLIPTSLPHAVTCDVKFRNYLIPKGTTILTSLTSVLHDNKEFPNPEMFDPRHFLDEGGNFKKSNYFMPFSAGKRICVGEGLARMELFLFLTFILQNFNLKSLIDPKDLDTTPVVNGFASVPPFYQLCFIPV
PostGolgi ctrl = yeast control strain growth, post-Golgi counter-screen; efflux-deficient yeast background strain, growth absorbance A615, 16 h; actives 5% (n = 98,000); AID 738; inhibition, % at 10 µM
CYP2C19 inh = inhibitors of human CYP2C19; P33261; CYP2C19 Supersomes, luciferin-H EGE luminescence, 30 min; inhibition, % at 5 µM; actives 21% (n = 96,000);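 active means CYP2C19 inhibition above a set limit at 5 µM in the primary screen, cut at about 50% in these data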;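 further: plate controls were negative control wells for no effect and 2.5 mM tranylcypromine positive control for full effect; values of inactives mirror those of a sister screen read the other way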
Starred values were filed as active, the others as inactive; / = no result given; & = joins results of further samples. Unless noted, no stated cut-off is given here; in the data, active means inhibition above about 30%; inactive means the rest.

A first look:
SMILES	DAT uptake mod	S1P2 blocker	S1P2 ag	sEH inh	PostGolgi yeast	sEH act	CYP2C19 act	PostGolgi ctrl	CYP2C19 inh
CSC1=NCCN1C(=O)c1ccc2c(c1)OCO2	0.12	16	-10	-6	1	10	0.9	7	10
CN(C)S(=O)(=O)c1ccc(N2CCOCC2)c(C(=O)O)c1	-0.026	1	-1	4	3	-1	1.2	-1	-18

The whole of this part, previewed entries included:
SMILES	DAT uptake mod	S1P2 blocker	S1P2 ag	sEH inh	PostGolgi yeast	sEH act	CYP2C19 act	PostGolgi ctrl	CYP2C19 inh
CSC1=NCCN1C(=O)c1ccc2c(c1)OCO2	0.12	16	-10	-6	1	10	0.9	7	10
CN(C)S(=O)(=O)c1ccc(N2CCOCC2)c(C(=O)O)c1	-0.026	1	-1	4	3	-1	1.2	-1	-18
CC(O)C1C(=O)OC2(C)CC(C)(C)NC(=S)N12 (centres undefined)	-0.07	-2	44*	0	/	5	/	/	/
COc1cc2c(cc1OC)C(=S)NC(C)(C)C2	-0.65	-31	-1	6	1	-9	0.9	4	14
O=c1[nH]c(CN(CCO)CCO)nc2c1C1(CCCCC1)Cc1ccccc1-2	-0.18	-4	-3	/	-1	/	1	2	4
Cc1cccc2nc(=S)n(C(=O)c3ccco3)n12	0.15	-4	-2	-19	-1	17	0.3	5	73*
Cc1nc2ccccn2c1-c1nnco1	0.66	1	-6	-23	0	22	1	1	-3
Cc1ccc(-c2nc3ccccc3o2)cc1NC(=O)Cc1cccs1	0.023	10	-8	13	-3	-10	0.8	4	18
CCS(=O)(=O)N1CCN(C(=O)c2cccnc2)CC1	-0.85	-1	-3	-10	2	11	1	-2	2
COc1ccc(NC(=O)Nc2nnc(C(C)C)s2)cc1	1.5	16	-3	-1	9	1	1	3	1
COCCN1C(=O)c2oc3ccccc3c(=O)c2C1c1ccc(C(=O)OC)cc1 (centres undefined)	-0.69	/	/	/	1	/	1	17	-4
Cc1ccc(NC2CC(=O)N(c3ccc(C)cc3)C2=O)cc1 (centres undefined)	/	9	-7	-7	-3	9	0.9	6	12
O=c1nc2sc3ccccc3n2c(=O)n1-c1cccc(Cl)c1	0.59	1	-8	11	-7	-9	0.3	-6	68*
CN(C)C(=O)N1CCN(C(=O)c2ccco2)CC1	-0.45	7	-4	-2	-1	2	1.2	29	-15
CCOc1ccccc1C1C(C(N)=O)=C(C)Nc2nc(-c3cccc(C)c3)nn21 (centres undefined)	0.26	23	-6	10	0	-9	/	4	/
CC1CCCCN1C(=O)C1CC(c2ccc(F)cc2)=NO1 (centres undefined)	1	8	-6	-17	9	15	0.9	22	9
CCOC(=O)c1cnn(-c2nc(-c3ccc(C)cc3)cs2)c1C(F)(F)F	-0.73	9	-6	11	-8	-10	1.1	2	-10
COCC(C)NC(=O)NC1(C(F)(F)F)Oc2ccc(Cl)cc2O1 (centres undefined)	-3.2*	25	-3	5	2	-5	0.6	8	38
CCc1ccc(NC(=O)COC(=O)CN2C(=O)COc3ccccc32)cc1	0.4	-8	0	-11	-1	13	0.9	2	10
O=C(Nc1ccccn1)C1CCN(S(=O)(=O)c2cccc3nonc23)CC1	0.91	19	-3	7	-5	-6	0.7	3	26
N#Cc1cc2c(nc1SCc1ccncc1)CCC2	0.15	1	-7	-14	4	13	0	-2	100*
O=C(c1cccn2c(=O)c3cc(Cl)ccc3nc12)N1CCN(Cc2ccc3c(c2)OCO3)CC1	/	29	-1	-2	25	4	0.1	14	88*
COc1ccc(S(=O)(=O)N(C)CC(=O)Nc2ccc3c(c2)OCO3)cc1	0.58	3	-4	12	-7	-11	0.4	-2	61*
COCC(=O)Nc1nc(-c2ccccc2)c(C)s1	0.48	/	/	/	-1	/	0.5	6	52*
O=C(NCc1ccco1)c1sc2cccc(F)c2c1Cl	0.077	-9	-2	7	1	-4	1.1	-13	-9

(continued)
SMILES	DAT uptake mod	S1P2 blocker	S1P2 ag	sEH inh	PostGolgi yeast	sEH act	CYP2C19 act	PostGolgi ctrl	CYP2C19 inh
Cc1oc(-c2ccccc2Cl)nc1CSCC(=O)N1CCCC1	1.9	4	-4	/	18	/	0.1	-2	93*
CC(C)C(=O)Nc1ccc(C(=O)N2CCCCCC2)cc1	1.2	8	1	-10	22	8	1.1	9	-6
Cc1nn(CC(=O)Nc2sc3c(c2C#N)CCC(C(C)(C)C)C3)c(C)c1[N+](=O)[O-] (centres undefined)	0.035	-2	-6	3	4	-4	0.9	35*	8
c1ccc(Cn2c(SCc3nc4ccccc4s3)nnc2-c2ccco2)cc1	1	-22	-3	-10	-8	13	0.1	22	88*
CCCn1nnnc1NC(=O)c1cccs1	-0.65	1	-7	4	13	-2	0.9	3	8
O=C(NCCN1CCOCC1)c1ccc(Cl)c(S(=O)(=O)N2CCCCCC2)c1	2	/	/	/	-2	/	0.9	-11	14
c1ccc2ncc(-n3cnnn3)cc2c1	-0.041	5	-12	-10	13	11	1	-1	3
Cc1ccc2c(CC(=O)NCc3ccco3)coc2c1C	-0.02	-4	-1	11	5	-9	0	5	99*
NC(=O)c1c(NC(=O)CSc2nnc(Cc3ccccc3)n2Cc2ccco2)sc2c1CCC2	0.0072&0.42	17	-3	16	-8	-16	0.8	9	25
CCOc1ccc(C)cc1S(=O)(=O)n1ccc(C)n1	-0.37	-3	-9	10	-5	-6	0.5	11	46
c1ccc(Oc2cc(-n3cccn3)ncn2)cc1	-0.17	3	-3	-12	7	14	0.8	10	16
Cn1ncc(C#N)c1NC(=O)C1CC(c2ccc(Cl)cc2)=NO1 (centres undefined)	0.51	1	-7	1	5	3	0.3	2	72*
CCCn1c(SCC(=O)O)nc2ccccc21	0.4	6	-3	1	-2	-1	0.9	1	9
CC(=O)N1C(=O)C2(C(C#N)=C(N)Oc3c2c(C)nn3-c2ccccc2)c2ccccc21 (centres undefined)	-0.95	4	-4	-3	18	1	0.6	-10	39
COc1ccc(NCc2nnc(SCC(=O)c3ccc(OC)cc3)o2)cc1	0.15	-5	-2	30	-10	-30	0.8	16	22
O=C(CSc1nnc(-c2ccccc2)n1C1CCCCC1)N1CCCC1	0.15	22	-5	-6	-1	0	0.9	7	14
Cc1ccc(Nc2cc(C)nc(N3CCOCC3)n2)cc1	1.7	8	-12	0	2	3	0.7	5	31
CCC(=O)OCc1c(C(F)(F)F)nn(C)c1Sc1ccc(Cl)cc1	-0.035	22	-6	7	-7	-5	0.2	19	75*
CCOC(=O)N1CCN(C(=O)CSCc2ccc(C)cc2)CC1	0.0041	23	-1	8	-1	-5	0.9	11	12
O=C1c2ccccc2-c2nc3ncnn3c(-c3ccccc3Cl)c21	0.64	-13	2	-1	-8	0	0.5	11	46
COc1cc(OC)cc(-c2nnc(SCc3cccnc3)o2)c1	1	15	-3	-5	2	3	0.8	-1	25
CCOC(=O)c1cnc(SCC(=O)Nc2nc(C)c(C)s2)nc1N	0.36	-19	1	3	-5	-3	0.5	19	51*
Cc1nn(C)cc1C=NCCOCc1ccccc1	-1.1	-6	-12	9	12	-6	1.1	5	-6
COc1ccc(OC)c(/C=N/NC(=O)c2cc[n+](CC(=O)c3ccccc3)cc2)c1	0.087	-12	-4	21	-4	-23	1	12	0
OCCN1CCN(CC(O)COc2ccc3ccccc3c2)CC1 (centres undefined)	-1.2	-8	-2	-5	-2	2	1.1	3	-13

Carrying on:
SMILES	DAT uptake mod	S1P2 blocker	S1P2 ag	sEH inh	PostGolgi yeast	sEH act	CYP2C19 act	PostGolgi ctrl	CYP2C19 inh
Cc1ccccc1-c1nc(-c2ccc(NC(=O)c3ccc4c(c3)OCO4)cc2)no1	-0.028	3	-2	-16	-15	12	0.8	-5	18
COc1ccc(Cn2c(C)cc3c(c2=O)C(c2cccs2)C(C#N)=C(N)O3)cc1OC (centres undefined)	-0.44	-16	-1	-9	-1	9	0.9	-4	6
CC(C)N(Cc1cc2ccccc2[nH]c1=O)C(=O)C1CCCCC1	-0.055	4	-2	/	2	/	1	16	-4
Cc1ccc(-c2ccc(=O)n(CC(=O)Nc3cccc(C(=O)N4CCN(C)CC4)c3)n2)cc1	0.018	19	-8	5	-1	-1	0.9	1	9
O=C(NCCc1ccccc1)c1ccccc1NS(=O)(=O)N1CCCC1	0.74	6	-8	-9	-3	11	0.1	14	89*
Cc1cc(NS(=O)(=O)c2ccc(Nc3nc(-c4sc(N)nc4C)cs3)cc2)no1	0.15	4	-1	10	1	-8	0.7	2	26
CCOC(=O)Cc1nnc(NC(=O)C(CC)Sc2nc(C)cc(C)n2)s1 (centres undefined)	0.35	6	-4	24	-4	-23	1	0	0
c1ccc(N=C(c2cccs2)N2CCOCC2)cc1	0.0088	3	-2	-5	/	9	/	/	/
CC1(C)CC(=O)C2=C(C1)NC(=O)CC2c1cc(F)ccc1F (centres undefined)	0.01	-2	-11	2	-1	-2	1.2	15	-17
Cc1ccc(N2CCN(S(=O)(=O)N(C)C)CC2)cc1Cl	1.1	6	-5	-4	-5	6	0.4	18	59*
CCN(CC)c1ccc2cc(C(=O)O)c(=O)oc2c1	-1.2	11	16	3	0	-2	1.1	7	-13
O=c1oc2cc(O)ccc2cc1-c1ccc(F)cc1	0.59	-11	10	-3	-10	4	0.7	28	32
Cn1c(NC(=O)c2ccccc2NC(=O)C(C)(C)C)nc2ccccc21	0.66	18	-3	-12	3	12	1.1	12	-14
COc1ccc(-c2cc(=O)[nH][nH]2)cc1OC	-0.89	-4	-1	5	-2	-3	1	4	3
Cc1ccccc1-c1nc2sc3c(c2c(=O)n1N)CCCC3	-0.22	-7	-2	-8	-5	5	0.8	10	24
Cc1cc(NC(=O)COc2cccc(Oc3ccccc3)c2)no1	-0.69	-27	-8	-2	5	6	1	31*	0
Cc1noc(C)c1S(=O)(=O)NCc1ccc2c(c1)OCO2	-0.74	/	/	10	-1	-6	0.1	3	93*
CC(C)Oc1cccc(C(=O)NC(=S)Nc2ccc(Cl)c(C(=O)O)c2)c1	1.1	9	-4	-1	-4	0	1.1	-4	-15
Cc1cc(NC(=O)CCC(=O)N(Cc2ccco2)C(C(=O)NC2CCCC2)c2ccccc2C)no1 (centres undefined)	0.029	7	-4	-3	/	0	/	/	/
Cc1cccc(C(=O)NCCN2CCN(c3ccccc3)CC2)c1	0.34	1	-2	-2	-1	1	0.9	2	11
O=C(CSc1ccc2nnc(-c3ccncc3)n2n1)Nc1ccccc1F	1.7	-4	-7	6	-3	-7	1	4	3
Cc1c(/C(O)=C2/C(=O)C(=O)N(Cc3cccnc3)C2c2cccs2)cnn1-c1ccccc1 (centres undefined)	-0.23	-6	3	7	1	-8	0.8	6	18
CCn1c(=O)c(C(=O)CN2CC(C)OC(C)C2)c(N)n(Cc2ccccc2)c1=O (centres undefined)	-0.075	16	-1	-11	0	12	1	2	4
Cc1[nH]cnc1CSCCN	0.054	20	-8	/	2	/	1.1	3	-6
CC(=O)NC1C(=O)SC1(C)C (centres undefined)	-0.64	0	-8	-5	4	4	1.1	13	-7

Later entries.
SMILES	DAT uptake mod	S1P2 blocker	S1P2 ag	sEH inh	PostGolgi yeast	sEH act	CYP2C19 act	PostGolgi ctrl	CYP2C19 inh
Cc1ccc(S(=O)(=O)N(C)c2ccc(C(=O)NCC3CCCO3)cc2)cc1 (centres undefined)	-0.0011	3	-6	-2	-6	4	0.9	10	7
Cc1ccc(-n2c(C)cc3c2CCCC3=O)cc1	0.84	-5	-1	4	-2	-4	0.9	4	11
CCCN(CCC)C(=O)c1ccc2c(c1)N(Cc1ccccc1)C(=O)CS2=O (centres undefined)	-0.92	/	/	/	4	/	1.1	17	-7
COc1cc(NC(=O)c2ccccc2)c(OC)cc1NC(=O)CN1CCN(c2ccccn2)CC1	-0.5	-9	-5	1	-4	-1	0.9	21	15
CC#CCNCc1ccccc1	-0.93	7	-6	-10	0	7	1.2	8	-17
CCOc1cc(CN2CCN(CCOCCO)CC2)ccc1OC	-2.7*	-13	-2	-5	3	7	1	4	-4

In the list so far, these have a tert-butyl group:
SMILES	DAT uptake mod	S1P2 blocker	S1P2 ag	sEH inh	PostGolgi yeast	sEH act	CYP2C19 act	PostGolgi ctrl	CYP2C19 inh
Cc1nn(CC(=O)Nc2sc3c(c2C#N)CCC(C(C)(C)C)C3)c(C)c1[N+](=O)[O-] (centres undefined)	0.035	-2	-6	3	4	-4	0.9	35*	8
Cn1c(NC(=O)c2ccccc2NC(=O)C(C)(C)C)nc2ccccc21	0.66	18	-3	-12	3	12	1.1	12	-14
